Rat MKP-3 inhibitors: MKP-3 phosphatase inhibitors, primary screen, biochemical, rat enzyme, in vitro (AID 425); recombinant MKP-3 phosphatase activity, fluorescence; higher % means a stronger effect; one-dose inhibition, % at 20 µM; IC50 in µM for titrated hits; 110,000 compounds, 0.17% hits; in the data active = inhibition above about 50%;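 also: plate controls were vehicle for no effect and reference inhibitor for full effect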
Hsp70 displacement: small molecules displacing fluorescent ligand from Hsp70 – biochemical, fluorescence polarization, primary screen (AID 583); Hsp70 fluorescence polarization probe displacement, mP; higher % means a stronger effect; displacement, % at 20 µM, or IC50 in µM where a hit was titrated; 140,000 compounds, 0.06% hits; in the data active = displacement above about 50%;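 also: plate controls were vehicle for no effect and reference ligand for full effect; a part of the inactive calls stands beside numbers as strong as those of hits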
* = called active by the depositor; nt = not tested or not shown.

1	O=S1(=O)N=C(Oc2ccc(Cl)cc2)c2ccccc21
2	O=C1CC(c2ccccc2)CC2=C1C(c1ccc(-c3ccccc3)cc1)Nc1ccccc1N2 (configuration not stated)
3	CC(C)(CO)NC(=O)COc1ccc(Cl)cc1Cl
4	Cc1ccccc1OCC(=O)Nc1ccc(O)c(-c2nc3ccccc3s2)c1
5	Nc1ccc(C(=O)c2ccccc2C(=O)O)cc1Cl
6	Cc1ccc(C(=O)/C=C/c2ccc(-c3ccccc3Br)o2)cc1
7	O=C(CN1C(=O)C2CC=C(Cl)CC2C1=O)N1CCOCC1 (configuration not stated)
8	CCn1cc(C(=O)NCC2CCCO2)c(=O)c2cc(S(=O)(=O)N3CCCCCC3)ccc21 (configuration not stated)
9	O=S(=O)(Nc1ccccn1)c1ccc(Cl)cc1
10	CCCc1ccc(Oc2cn[nH]c2-c2ccc(O)c(C)c2O)cc1

| compound no. | 1 | 2 | 3 | 4 | 5 | 6 | 7 | 8 | 9 | 10 |
| --- | --- | --- | --- | --- | --- | --- | --- | --- | --- | --- |
| Hsp70 displacement | 9.2% | -3.5% | 0.3% | 2.4% | -2.0% | -0.8% | 1.7% | 0.3% | -3.6% | 1.6% |
| Rat MKP-3 inhibitors | -8.2% | 10.7% | 3.0% | 6.0% | -9.0% | -0.1% | 1.9% | 4.2% | 7.7% | -9.6% |

Individual results from the list.
Hsp70 displacement with no. 2 is entered as -3.5%
Rat MKP-3 inhibitors with no. 9 is entered as 7.7%

The listing picks up, repeating the 4 entries before the break.
7	O=C(CN1C(=O)C2CC=C(Cl)CC2C1=O)N1CCOCC1 (configuration not stated)
8	CCn1cc(C(=O)NCC2CCCO2)c(=O)c2cc(S(=O)(=O)N3CCCCCC3)ccc21 (configuration not stated)
9	O=S(=O)(Nc1ccccn1)c1ccc(Cl)cc1
10	CCCc1ccc(Oc2cn[nH]c2-c2ccc(O)c(C)c2O)cc1
11	O=C(COC(=O)c1ccc(S(=O)(=O)N2CCOCC2)cc1)NC1CCCC1
12	CCCOc1ccc(OCCCCNC(C)CC)cc1 (configuration not stated)
13	CN(c1ccc(C(=O)NCCSCc2cccc(Cl)c2)cc1)S(=O)(=O)c1ccccc1
14	O=C(CN1CCN(Cc2ccccc2)CC1)NCC1COc2ccccc2O1 (configuration not stated)
15	COc1cccc(NC(=O)NC2(C(F)(F)F)Oc3ccccc3O2)c1
16	CCN1C(=O)/C(=C/c2ccc(-c3ccccc3[N+](=O)[O-])o2)SC1=S
17	O=C1c2ccccc2C(=O)N1CCCCN1CCN(CCCCN2C(=O)c3ccccc3C2=O)CC1
18	Cc1ccc2cc(CN(Cc3cccs3)Cc3nnnn3C(C)(C)C)c3nnnn3c2c1
19	Cc1nnc2sc(-c3cccc(NC(=O)c4cccnc4)c3)nn12
20	Cc1n[nH]c(=O)nc1NCCc1ccccc1

| compound no. | 7 | 8 | 9 | 10 | 11 | 12 | 13 | 14 | 15 | 16 | 17 | 18 | 19 | 20 |
| --- | --- | --- | --- | --- | --- | --- | --- | --- | --- | --- | --- | --- | --- | --- |
| Hsp70 displacement | 1.7% | 0.3% | -3.6% | 1.6% | -6.5% | 1.5% | -0.9% | 33.2% | 1.4% | 1.0% | -4.7% | 5.4% | 11.6% | 7.8% |
| Rat MKP-3 inhibitors | 1.9% | 4.2% | 7.7% | -9.6% | -9.6% | nt | 4.4% | -6.0% | 0.1% | 7.9% | -2.0% | -5.3% | -13.3% | nt |

21	CCCCC(=O)Nc1ccc(C(=O)N2CCCC(C(=O)OCC)C2)cc1 (configuration not stated)
22	C=CCN(C(=O)Nc1ccc(Cl)cc1)C1CC(=O)N(c2ccc(OC)cc2)C1=O (configuration not stated)
23	COc1cc(C(=O)Nc2cccc(-c3nncn3C)c2)cc(OC)c1OC
24	Cc1cccc2cc(CN(CCCO)C(=O)Nc3ccc(Cl)cc3)c(=O)[nH]c12
25	Cc1cc(NC(=O)c2noc3c2CCc2ccccc2-3)n(-c2ccccc2)n1
26	CCOc1ccc(N2C(=O)CC(N3CCC(O)CC3)C2=O)cc1 (configuration not stated)
27	CCCCSCC(O)COC(C)C (configuration not stated)
28	Cc1ccc(OCC(=O)NCCO)cc1C
29	O=C(Oc1cccc(-n2cnnn2)c1)c1ccco1
30	COc1ccc(S(=O)(=O)N2CCC(C(=O)N3CCc4ccccc4C3)CC2)cc1OC

| compound no. | 21 | 22 | 23 | 24 | 25 | 26 | 27 | 28 | 29 | 30 |
| --- | --- | --- | --- | --- | --- | --- | --- | --- | --- | --- |
| Hsp70 displacement | nt | 2.9% | -2.2% | -1.1% | 0.1% | -1.8% | 4.1% | nt | -1.3% | -5.0% |
| Rat MKP-3 inhibitors | -5.1% | -1.8% | -11.6% | 2.2% | 9.1% | 0.4% | 1.4% | 2.8% | nt | -12.8% |

Profiles, looked up by structure:
`CCCCC(=O)Nc1ccc(C(=O)N2CCCC(C(=O)OCC)C2)cc1` (configuration not stated) is listed with Hsp70 displacement = nt; Rat MKP-3 inhibitors = -5.1%
`COc1cc(C(=O)Nc2cccc(-c3nncn3C)c2)cc(OC)c1OC` is listed with Hsp70 displacement = -2.2%; Rat MKP-3 inhibitors = -11.6%
`O=C(Oc1cccc(-n2cnnn2)c1)c1ccco1` is listed with Hsp70 displacement = -1.3%; Rat MKP-3 inhibitors = nt

Additional entries.
31	CS(=O)(=O)N(CC(=O)NCc1ccccc1)Cc1ccc(Cl)cc1
32	O=C(O)c1cn[nH]c1-n1cnnn1
33	O=C1C2CC=C(Cl)CC2C(=O)N1CC1Cc2ccccc2CO1 (configuration not stated)
34	CCN(CCCNc1ncnc2nc[nH]c12)c1cccc(C)c1
35	O=C(c1cccs1)N(Cc1cccc(Cl)c1)C1CCS(=O)(=O)C1 (configuration not stated)
36	CN(C)c1ccc(/C=C/C=N/N=c2\sc3ccccc3n2C)cc1
37	CCc1nn2c(=O)cc(N3CCN(c4cc(C)nc5ccccc45)CC3)nc2s1
38	CCOCCOC(=O)C1=C(C)N(C)C(=O)NC1c1cccc([N+](=O)[O-])c1 (configuration not stated)
39	CCCc1nn2c(N)c(C=C3C=C(Cl)C(=O)C(Cl)=C3)c(=O)nc2s1
40	COc1ccccc1/C=N/N=C1/NC(=O)C(CC(=O)Nc2ccccc2C(F)(F)F)S1 (configuration not stated)
41	O=C(Nc1cccc(Cl)c1Cl)C1CCN(c2ncccn2)CC1
42	CCC(C)OC(=O)C1C(c2ccccc2)C(C(=O)O)C1c1ccccc1 (configuration not stated)
43	O=C(CCn1cccc1)N1CCc2ccccc21

| compound no. | 31 | 32 | 33 | 34 | 35 | 36 | 37 | 38 | 39 | 40 | 41 | 42 | 43 |
| --- | --- | --- | --- | --- | --- | --- | --- | --- | --- | --- | --- | --- | --- |
| Hsp70 displacement | -4.0% | 0.4% | 46.6% | 6.6% | 3.2% | -8.2% | 7.6% | 3.7% | -7.3% | 8.7% | 3.0% | -2.0% | -1.9% |
| Rat MKP-3 inhibitors | nt | -5.1% | 1.5% | 4.1% | -16.0% | 0.2% | -13.0% | 1.1% | 3.8% | 1.6% | -3.8% | nt | -5.3% |

An excerpt, so the mix of outcomes need not match the whole.
